Source: PubChem (several laboratories)
NTR1 agonist = NTR1-driven beta-arrestin-GFP spot formation – imaging, U2OS cells, high content, primary screen (AID 493036); 330,000 compounds, 0.17% hits; agonist mode; P30989; activation, % at 20 µM;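 active = activation at or above 40% of the spot to cytoplasm intensity ratio, with at least 20 cells analyzed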;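 note: 0% = DMSO without peptide and 100% = 100 nM NTR1 peptide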
Target sequence (P30989 whole entry, looked up): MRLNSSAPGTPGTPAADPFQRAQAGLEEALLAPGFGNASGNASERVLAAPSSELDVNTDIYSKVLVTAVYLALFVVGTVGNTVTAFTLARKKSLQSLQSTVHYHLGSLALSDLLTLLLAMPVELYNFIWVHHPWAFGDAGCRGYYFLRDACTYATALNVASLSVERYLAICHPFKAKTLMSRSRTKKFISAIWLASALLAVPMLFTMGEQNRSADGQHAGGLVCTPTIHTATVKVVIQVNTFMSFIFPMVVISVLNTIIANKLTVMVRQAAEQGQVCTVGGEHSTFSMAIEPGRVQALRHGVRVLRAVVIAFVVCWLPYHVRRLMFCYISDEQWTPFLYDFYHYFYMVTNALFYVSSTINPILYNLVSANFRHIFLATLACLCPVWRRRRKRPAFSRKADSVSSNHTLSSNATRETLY
AID2073 = inhibitors of Mint1-CaV2.2 protein interaction, biochemical, HTRF (AID 2073); HTRF protein-protein interaction, Mint1-CaV2.2; higher % means a stronger effect; 290,000 compounds, 0.19% hits; inhibition, % at 20 µM, or IC50 in µM where a hit was titrated; in the data active = inhibition mostly above about 51%, no sharp cut-off; note: some results filed as inactive read as strong as hits
K1F lysis inhibition = inhibition of K1F phage lysis, E. coli UTI89, bacterial capsule biogenesis inhibitors, alamar blue (AID 488966). E. coli UTI89 K1F phage lysis, alamar blue, 2 h; higher % means a stronger effect. one-dose inhibition, % at 100 µM; IC50 in µM for titrated hits. 340,000 compounds, 0.02% hits;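 active = phage lysis inhibition, versus mean bacterial control, above a set limit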;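 note: capsule biogenesis inhibitors block K1F phage lysis so surviving cells raise fluorescence; higher fluorescence means more inhibition of phage lysis; actives were called in the ten point dose series up to 300 µM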
LYP phosphatase = PTPN22 lymphoid phosphatase activity blockers – biochemical, fluorescence intensity, uHTS (AID 1779); recombinant LYP phosphatase, fluorescence intensity; higher % means a stronger effect; inhibition, % at 11.5 µM; hits with a dose series show IC50 in µM; 290,000 compounds, 0.054% hits; in the data active = inhibition above about 50%;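 note: plate controls were vehicle with enzyme for no effect and no enzyme for full effect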
NS5 inhibitors = flavivirus cap methylation enzyme inhibition – biochemical, confirmation dose response, primary screen (AID 588689). inhibition, % at 25 µM, or IC50 in µM where a hit was titrated. 340,000 compounds, 0.3% hits. Dengue-2 NS5 methyltransferase capping enzyme assay, biochemical; higher % means a stronger effect; in the data active = a potency from the dose series
RSV antiviral HEp-2 = inhibition of RSV-induced cytopathic effect – HEp-2 cells, primary 10 µM value included (AID 2391). HEp-2 cells, RSV-induced CPE inhibition; higher % means a stronger effect. one-dose CPE inhibition, % at 10 µM; IC50 in µM for titrated hits. 310,000 compounds, 0.13% hits; in the data active = a potency from the dose series; note: strong numbers were not always called active
Autophagy HCS = autophagy modulation, high-content screen. MEF GFP-LC3 puncta imaging; test concentration mostly 10 µM. 190,000 compounds, 0.98% hits. calls only at 10 µM (by protocol). AID 463193;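 active = percentage of spot-positive cells more than 3 SD above its plate mean, without a fluorescence outlier flag or 80% toxicity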;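 note: spot-positive cell cutoff set from DMSO-treated cells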
GPR35 antagonists = inhibition of zaprinast-stimulated GPR35 beta-arrestin translocation – imaging, U2OS, beta-arrestin-GFP, zaprinast agonist, primary screen (AID 2058). one-dose inhibition, % at 10 µM; IC50 in µM for titrated hits. U2OS GPR35 beta-arrestin-GFP translocation imaging, zaprinast antagonism; higher % means a stronger effect. 290,000 compounds, 0.052% hits;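 active = inhibition of at least 50% with at least 30 cells and total cytoplasm GFP at most 10,000,000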
WT yeast gro inh = growth inhibition of WT yeast, mitochondrial fusion screen. inhibition, % at 10 µM. 190,000 compounds, 2.1% hits. mitochondrial fusion phenotypic screen, WT strain; in the data active = inhibition above about 58%; tested in S. cerevisiae
WT yeast gro inh mutant strain = second read-out of WT yeast gro inh, no call of its own (marks repeat the call); inhibition, %; mitochondrial fusion phenotypic screen, mutant strain inhibition
Autophagy HCS cell loss 18 h = recorded beside Autophagy HCS, whose call it bears; toxicity, %; measured here: cell loss, nuclei count;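 cell loss after 18 h compound exposure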
NTR1 agonist cell count 20 µM = second read-out of NTR1 agonist, no call of its own (marks repeat the call); cell count; measured here: cell count, cytotoxicity flag
Active calls of the source: *; [ ] = remark or other dose.

How did O=C(NCc1ccncc1)C(=O)NCc1ccncc1 do in these assays?
NTR1 agonist: -2.0; AID2073: 6.5%; K1F lysis inhibition: 0.1%; LYP phosphatase: -4.6%; NS5 inhibitors: 11.4%; RSV antiviral HEp-2: 1.4%; Autophagy HCS: inactive; GPR35 antagonists: -4.0%; WT yeast gro inh: -9.1; WT yeast gro inh mutant strain: -3.5; Autophagy HCS cell loss 18 h: -0.3; NTR1 agonist cell count 20 µM: 44

How did Cc1nn(C(C)C(=O)NCC2CCCO2)c(=O)c2cc3occc3n12 (centres undefined) do in these assays?
NTR1 agonist: 0.4; AID2073: 5.1%; K1F lysis inhibition: -0.5%; LYP phosphatase: -5.7%; NS5 inhibitors: 0.0%; RSV antiviral HEp-2: 1.4%; Autophagy HCS: inactive; GPR35 antagonists: -5.1%; WT yeast gro inh: 61.2*; WT yeast gro inh mutant strain: -15.0*; Autophagy HCS cell loss 18 h: 3.1; NTR1 agonist cell count 20 µM: 40

How did Cc1cccc(OC(=O)c2ccncc2)c1C do in these assays?
NTR1 agonist: 4.8; AID2073: 0.1%; K1F lysis inhibition: 0.4%; LYP phosphatase: -0.1%; NS5 inhibitors: -4.0%; RSV antiviral HEp-2: -0.1%; Autophagy HCS: inactive; GPR35 antagonists: -6.8%; WT yeast gro inh: 21.9; WT yeast gro inh mutant strain: 0.0; Autophagy HCS cell loss 18 h: 25.6; NTR1 agonist cell count 20 µM: 25

How did CCOC(=O)C1(CCc2ccccc2)CCN(Cc2ccn[nH]2)CC1 do in these assays?
NTR1 agonist: 0.1; AID2073: 1.5%; K1F lysis inhibition: -0.1%; LYP phosphatase: 1.9%; NS5 inhibitors: 0.0%; RSV antiviral HEp-2: 0.5%; Autophagy HCS: inactive; GPR35 antagonists: -7.3%; WT yeast gro inh: -2.6; WT yeast gro inh mutant strain: 5.4; Autophagy HCS cell loss 18 h: 3.4; NTR1 agonist cell count 20 µM: 54

What do the screens show for `COCCNC(=O)C1CCN(C(=O)C2CC(=O)N(c3ccc(C)cc3)C2)CC1` (centres undefined)?
NTR1 agonist: 1.0; AID2073: 0.0%; K1F lysis inhibition: 0.2%; LYP phosphatase: -15.6%; NS5 inhibitors: 1.6%; RSV antiviral HEp-2: 0.5%; GPR35 antagonists: -5.9%; NTR1 agonist cell count 20 µM: 41

Results for O=C(/C=C/c1cccc(Cl)c1)NCCCN1CCOCC1 ?
NTR1 agonist: 0.8; AID2073: 3.2%; K1F lysis inhibition: -0.8%[50 µM]; LYP phosphatase: -11.1%; NS5 inhibitors: -6.5%; RSV antiviral HEp-2: 0.4%; GPR35 antagonists: -6.2%; NTR1 agonist cell count 20 µM: 65

What do the screens show for `COc1ccc(Nc2ncnc3ccc([N+](=O)[O-])cc23)c(OC)c1`?
NTR1 agonist: 3.6; AID2073: 3.2%; K1F lysis inhibition: 0.3%; LYP phosphatase: -1.3%; NS5 inhibitors: -2.2%; RSV antiviral HEp-2: 2.0%; Autophagy HCS: inactive; GPR35 antagonists: 11.7%; WT yeast gro inh: 16.3; WT yeast gro inh mutant strain: 3.9; Autophagy HCS cell loss 18 h: -4.9; NTR1 agonist cell count 20 µM: 51

What do the screens show for `Cc1cc(C(=O)N2CCc3ccccc3C2)n[nH]1`?
NTR1 agonist: 1.1; AID2073: 16.2%; K1F lysis inhibition: 0.6%; LYP phosphatase: -15.8%; NS5 inhibitors: 2.7%; RSV antiviral HEp-2: 1.8%; GPR35 antagonists: -9.1%; NTR1 agonist cell count 20 µM: 62

What do the screens show for `Cc1ccc(S(=O)(=O)N(C)C)cc1NC(=O)CSc1nnc(C2CC2)n1C1CC1`?
NTR1 agonist: 4.0; K1F lysis inhibition: 0.9%[50 µM]; NS5 inhibitors: -9.2%; RSV antiviral HEp-2: 0.8%; NTR1 agonist cell count 20 µM: 47

Results for Cc1ccc(CNc2nc3ccccc3n2C)o1 ?
NTR1 agonist: -0.5; AID2073: 14.6%; K1F lysis inhibition: 0.2%; LYP phosphatase: -7.3%; NS5 inhibitors: -3.4%; RSV antiviral HEp-2: 5.2%; GPR35 antagonists: -3.0%; NTR1 agonist cell count 20 µM: 65

How did COc1ccc(-c2cc3n(n2)CCc2nc4ccccc4n2-3)cc1 do in these assays?
NTR1 agonist: 0.1; AID2073: -0.9%; K1F lysis inhibition: 0.0%; LYP phosphatase: -1.3%; NS5 inhibitors: -1.6%; RSV antiviral HEp-2: 3.8%; Autophagy HCS: inactive; GPR35 antagonists: 0.7%; WT yeast gro inh: 4.0; WT yeast gro inh mutant strain: -28.3; Autophagy HCS cell loss 18 h: 3.3; NTR1 agonist cell count 20 µM: 87

Results for CC(C)(C)SCCNC(=O)CN(c1ccccc1)S(=O)(=O)c1ccc(F)cc1 ?
NTR1 agonist: 0.6; AID2073: 15.7%; K1F lysis inhibition: -0.1%; LYP phosphatase: -1.0%; NS5 inhibitors: -1.7%; RSV antiviral HEp-2: -1.5%; Autophagy HCS: inactive; GPR35 antagonists: -0.3%; WT yeast gro inh: -3.1; WT yeast gro inh mutant strain: 4.9; Autophagy HCS cell loss 18 h: 16.1; NTR1 agonist cell count 20 µM: 46

How did COc1ccccc1C(O)(C(=O)NN(C)c1ccccc1)c1ccccc1OC do in these assays?
NTR1 agonist: 1.2; AID2073: 2.9%; K1F lysis inhibition: 2.5%; LYP phosphatase: -0.6%; NS5 inhibitors: 1.5%; RSV antiviral HEp-2: 2.2%; Autophagy HCS: inactive; GPR35 antagonists: 2.3%; WT yeast gro inh: -9.6; WT yeast gro inh mutant strain: 2.6; Autophagy HCS cell loss 18 h: 1.0; NTR1 agonist cell count 20 µM: 54

Results for CCn1cc(/C=N\NC(=O)c2ccc(F)cc2)cn1 ?
NTR1 agonist: 0.5; AID2073: 0.2%; K1F lysis inhibition: 1.9%[50 µM]; LYP phosphatase: -3.3%; NS5 inhibitors: 0.3%; RSV antiviral HEp-2: 1.4%; Autophagy HCS: inactive; GPR35 antagonists: -6.9%; WT yeast gro inh: -3.2; WT yeast gro inh mutant strain: 12.9; Autophagy HCS cell loss 18 h: 0.2; NTR1 agonist cell count 20 µM: 66

How did OCCc1ccc(-c2ccc(Cl)cc2)o1 do in these assays?
NTR1 agonist: -0.1; AID2073: -5.9%; K1F lysis inhibition: 1.3%; LYP phosphatase: -4.6%; NS5 inhibitors: 2.4%; RSV antiviral HEp-2: 3.1%; Autophagy HCS: inactive; GPR35 antagonists: -15.6%; WT yeast gro inh: 7.4; WT yeast gro inh mutant strain: 6.8; Autophagy HCS cell loss 18 h: -1.6; NTR1 agonist cell count 20 µM: 68

Results for CCOC(=O)c1cc(C)sc1NC(=O)C1CCC1 ?
NTR1 agonist: 2.1; AID2073: 0.6%; K1F lysis inhibition: 2.2%; LYP phosphatase: -3.6%; NS5 inhibitors: -7.5%; RSV antiviral HEp-2: 2.0%; Autophagy HCS: inactive; GPR35 antagonists: 15.9%; WT yeast gro inh: 15.8; WT yeast gro inh mutant strain: 6.0; Autophagy HCS cell loss 18 h: 1.4; NTR1 agonist cell count 20 µM: 59

What do the screens show for `Clc1cccc(CN2CCN(Cc3nc(CCc4ccccc4)no3)CC2)c1`?
NTR1 agonist: -0.2; AID2073: 2.0%; K1F lysis inhibition: 0.1%; LYP phosphatase: -8.4%; NS5 inhibitors: 1.5%; RSV antiviral HEp-2: 14.6%; Autophagy HCS: inactive; GPR35 antagonists: 11.8%; WT yeast gro inh: 3.7; WT yeast gro inh mutant strain: 10.6; Autophagy HCS cell loss 18 h: 11.3; NTR1 agonist cell count 20 µM: 56

Results for CCCn1c(N)c(NCCN2CCOCC2)c(=O)n(CC(=O)NCc2ccccc2)c1=O ?
NTR1 agonist: 0.0; AID2073: 4.2%; K1F lysis inhibition: 0.1%; LYP phosphatase: 0.2%; NS5 inhibitors: -4.6%; RSV antiviral HEp-2: 1.1%; Autophagy HCS: inactive; GPR35 antagonists: -10.6%; WT yeast gro inh: -4.7; WT yeast gro inh mutant strain: -21.1; Autophagy HCS cell loss 18 h: 11.4; NTR1 agonist cell count 20 µM: 38

What do the screens show for `CN(C)S(=O)(=O)c1ccc(Cl)c(NC(=O)CN2C(=O)NC3(CCCC3)C2=O)c1`?
NTR1 agonist: -0.7; AID2073: 0.8%; K1F lysis inhibition: -0.2%; LYP phosphatase: -8.8%; NS5 inhibitors: -6.5%; RSV antiviral HEp-2: -0.7%; GPR35 antagonists: 11.5%; NTR1 agonist cell count 20 µM: 51

Results for Cc1ccc(N(C)S(=O)(=O)c2c[nH]c3ccc([N+](=O)[O-])cc23)cc1 ?
NTR1 agonist: 7.8; AID2073: 10.5%; K1F lysis inhibition: 1.1%; LYP phosphatase: -0.7%; NS5 inhibitors: -0.9%; RSV antiviral HEp-2: 12.4%; GPR35 antagonists: 8.2%; NTR1 agonist cell count 20 µM: 57

What do the screens show for `COc1ccccc1NC(=S)Nc1ccc2cn[nH]c2c1`?
NTR1 agonist: 0.1; AID2073: 24.7%; K1F lysis inhibition: -0.6%; LYP phosphatase: -3.5%; NS5 inhibitors: -10.1%; RSV antiviral HEp-2: -1.1%; Autophagy HCS: inactive; GPR35 antagonists: 0.1%; WT yeast gro inh: -2.1; WT yeast gro inh mutant strain: 22.7; Autophagy HCS cell loss 18 h: 7.7; NTR1 agonist cell count 20 µM: 49

How did COc1ccc(-c2nnc(-c3cc4c(ccc5ccccc54)oc3=O)o2)cc1 do in these assays?
NTR1 agonist: 3.8; AID2073: 7.6%; K1F lysis inhibition: -0.2%; LYP phosphatase: -2.2%; NS5 inhibitors: -3.2%; RSV antiviral HEp-2: -0.4%; Autophagy HCS: inactive; GPR35 antagonists: 9.2%; WT yeast gro inh: 2.8; WT yeast gro inh mutant strain: 2.8; Autophagy HCS cell loss 18 h: -0.6; NTR1 agonist cell count 20 µM: 70

Results for Cc1cccc(NC(=O)CCC(=O)OCc2ccc(Br)cc2)c1 ?
NTR1 agonist: -1.0; AID2073: 5.2%; K1F lysis inhibition: -1.1%; LYP phosphatase: -6.1%; NS5 inhibitors: 1.4%; RSV antiviral HEp-2: -0.2%; Autophagy HCS: inactive; GPR35 antagonists: 15.6%; WT yeast gro inh: 5.8; WT yeast gro inh mutant strain: -7.2; Autophagy HCS cell loss 18 h: 1.1; NTR1 agonist cell count 20 µM: 59

Results for O=C(Nc1ccc(F)c(Cl)c1)c1cncs1 ?
NTR1 agonist: -1.1; AID2073: 9.5%; K1F lysis inhibition: 0.3%; LYP phosphatase: -6.2%; NS5 inhibitors: -0.7%; RSV antiviral HEp-2: 1.9%; GPR35 antagonists: 7.9%; NTR1 agonist cell count 20 µM: 56
